Screening results: PubChem, National Center for Advancing Translational Sciences (NCATS)
D1 potentiator: enhances dopamine response at the human D1 receptor; P21728; HEK293 TREx D1 cells, calcium flux, dopamine EC20 potentiation; potentiation, % at 10 µM; hit rate 0.036% among 360,000; in the data active = potentiation above about 30%; note: 0% is about no effect
TRHR enhancer: TRH receptor (human) allosteric enhancement | P34981 | TRHR cells, fluo-8 calcium fluorescence, EC20 TRH enhancement | enhancement, % at 2 µM | hit rate 0.66% among 360,000 | AID 493056; in the data active = enhancement above about 30%; note: 0% is about no effect
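Enhancer read-out: after compound pinning and an initial kinetic agonist-mode read, an EC20 of TRH (10 nM final) was injected and fluo-8 calcium signal (Ex 480/Em 530) followed at 1 s/cycle for 100 cycles in TRHR-expressing cells.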
D1 ag: human D1 receptor agonism. hit rate 1% among 360,000. activation, % at 2 µM. HEK293 T-REx D1 cells, calcium flux, agonist mode. AID 504660. P21728; note: 0% is about no effect
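Agonism was scored from calcium flux recorded over 180 s (1 read/s) after pintool compound addition, following a 10-cycle baseline. Cells were inducible force-coupled HEK293 TREx D1, plated overnight at 30 C and loaded with no-wash calcium dye.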
D2 antagonist: antagonizes the human D2 dopamine receptor | P14416 | HEK293 TREx D2 cells, calcium flux, dopamine EC80 | inhibition, % at 10 µM | hit rate 2% among 340,000 | AID 485344; in the data active = inhibition above about 30%; note: 0% is about no effect
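Dopamine at EC80 is the agonist stimulus; test compounds precede it by 180 s. Calcium flux read kinetically in a force-coupled, inducible HEK293 T-REx D2 cell line.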
RXFP1 antag: antagonists of human relaxin receptor RXFP1 | Q9HBX9 | HEK293-RXFP1, relaxin-stimulated cAMP HTRF, 30 min; stronger effect = lower value | activity change, negative = inhibition, % at 57.5 µM | hit rate 0.59% among 350,000;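 active = activity change of -60% or lower, but not beyond a set lower limit; inconclusive = change between -60% and -40%, or beyond the set limit; inactive = change above -40%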; note: % is set by controls: 0 for no effect and ±100 for the full control effect
Target sequence (Q9HBX9 whole entry, looked up): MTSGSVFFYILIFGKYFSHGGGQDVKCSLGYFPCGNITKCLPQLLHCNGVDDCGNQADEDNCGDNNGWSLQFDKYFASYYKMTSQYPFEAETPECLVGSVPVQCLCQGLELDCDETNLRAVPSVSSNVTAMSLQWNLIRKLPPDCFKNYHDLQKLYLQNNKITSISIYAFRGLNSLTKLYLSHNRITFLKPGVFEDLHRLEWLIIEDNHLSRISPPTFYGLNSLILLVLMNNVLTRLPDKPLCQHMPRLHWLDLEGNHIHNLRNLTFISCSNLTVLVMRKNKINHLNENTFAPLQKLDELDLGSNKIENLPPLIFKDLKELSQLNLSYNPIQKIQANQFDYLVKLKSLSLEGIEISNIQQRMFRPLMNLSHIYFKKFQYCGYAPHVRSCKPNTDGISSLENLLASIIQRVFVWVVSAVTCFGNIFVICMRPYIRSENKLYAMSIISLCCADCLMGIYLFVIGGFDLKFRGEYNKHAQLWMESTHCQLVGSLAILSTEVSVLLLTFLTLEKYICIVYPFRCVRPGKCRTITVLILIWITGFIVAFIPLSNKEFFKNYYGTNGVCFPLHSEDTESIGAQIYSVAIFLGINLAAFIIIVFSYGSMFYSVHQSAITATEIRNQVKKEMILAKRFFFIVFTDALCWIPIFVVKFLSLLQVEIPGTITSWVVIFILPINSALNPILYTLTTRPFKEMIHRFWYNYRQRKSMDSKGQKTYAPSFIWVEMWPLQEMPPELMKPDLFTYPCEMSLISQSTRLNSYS
D2 agonist: D2 dopamine receptor (human) agonism; P14416; HEK293 T-REx D2 cells, calcium flux agonist mode; activation, % at 2 µM; hit rate 0.53% among 340,000; AID 485358;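 active = activation over 3 SD above normal in the single-dose calcium agonist read, cut at about 30% in these data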; note: 0% is about no effect
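Agonism is scored from calcium flux in a force-coupled, inducible HEK293 cell line expressing D2, read kinetically for 180 s after compound addition against dopamine controls.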
D1 antagonist: human D1 dopamine receptor antagonism; hit rate 3.2% among 360,000; activity change, negative = inhibition, % at 10 µM; HEK293 TREx D1 cells, calcium flux, dopamine EC80; stronger effect = lower value; P21728; in the data active = activity change below about -30%; note: % is set by controls: 0 for no effect and ±100 for the full control effect
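Cells carrying a force-coupled, tetracycline-inducible human D1 receptor report calcium flux. Each well gets a 10 s baseline, compound with 180 s monitoring, then an EC80 dopamine stimulus with a second 180 s kinetic read.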
D2 potentiator: positively modulates the human D2 dopamine receptor allosterically | P14416 | HEK293 T-REx D2, calcium flux, EC20 dopamine potentiation | potentiation, % at 10 µM | hit rate 0.34% among 340,000 | AID 485347;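 active = potentiation over 3 SD above the plate norm, cut at about 30% in these data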; note: 0% is about no effect
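Cells plated with tetracycline inducer and held overnight at 30 C; calcium dye loaded 30–90 min at room temperature; baseline taken, compound added and read 180 s; EC20 dopamine then added and read 180 s.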
TRHR ag: agonists of human TRH receptor | P34981 | TRHR cells, calcium flux fluo-8, FDSS agonist mode | activation, % at 2 µM | hit rate 0.18% among 360,000 | AID 493084; note: 0% is about no effect
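Steps: seed TRHR cells overnight; add fluo-8 no-wash Ca dye, RT 30 min–1.5 h; record 10 s baseline; pin-transfer compounds; monitor fluorescence 1 cycle/s for the agonist window. Calcium increases flag candidate agonists.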
Numbers without * were called inactive; ? = inconclusive; nt = no result given; & = joins results of further samples; ! = not confirmed by another sample. Cut-off read from the data, not from the text of the source, unless noted: active = activation above about 30%; inactive = the rest.

SMILES,TRHR enhancer,D2 potentiator,D2 antagonist,TRHR ag,RXFP1 antag,D1 antagonist,D1 ag,D1 potentiator,D2 agonist
CCCCOC(=O)C1=C(C)NC(=O)NC1c1ccccc1 (centres undefined),1.6,0.0,-2.4,0.1,2.7,-5.7,-3.6,-8.4,-1.4
CCOC(=O)c1cccc(S(=O)(=O)N2CCCC2)c1,-7.4,17.5,-0.3,0.0,9.9,-5.1,5.2,-6.2,0.0
COCCn1c(SCC(=O)N2CCCCC2)nc2c([nH]c3ccccc32)c1=O,2.8,-1.1,-11.7,-0.5,18.3,8.6,-0.8,0.2,-0.8
CCC(CC)NC(=O)c1ccc2c(c1)OCCO2,-1.9,-3.7,-11.4,0.1,-3.7,8.2,-2.4,0.1,-0.1
CC(C)CCNC(=O)C1CCN(S(=O)(=O)c2ccc3c(c2)CC(C)N3C(=O)C2CCC2)CC1 (centres undefined),9.0,-3.9,15.8,-0.7,3.6,-7.5,1.7,-6.5,-0.1
CCc1cc2c3c(c1)/C(=C1/SC(N)=NC1=O)C(=O)N3C(C)(C)C=C2C,0.0,-4.6,nt,0.0,-2.0,-1.3,3.9,2.1,-0.8
O=C(N/N=C/c1ccco1)C12CC3CC(CC(C3)C1)C2,-2.9,12.1,3.8,0.5,-3.5,8.8,2.1,-0.8,0.0
CCOc1ccc(S(=O)(=O)Nc2cc(Cl)ccc2OC)c2cccnc12,-1.0,26.5,nt,0.8,nt,1.4,1.9,-2.0,0.7
O=C(NCC1COc2ccccc2O1)C1CCCN(S(=O)(=O)c2cccc3cccnc23)C1 (centres undefined),-0.8,2.0,4.9,-0.6,-27.0,-4.9,4.0,-4.4,1.6
NS(=O)(=O)c1cc(C(=O)OCC(=O)Nc2ccc3[nH]c(=O)[nH]c3c2)ccc1Cl,-5.4,11.3,-42.3,-0.5,12.6,13.8,1.3,-4.7,-0.9
NS(=O)(=O)c1ccc(NC(=S)N2CCN(Cc3ccc(Cl)c(Cl)c3)CC2)cc1,11.9,7.9,-4.6,-0.7,3.9,-0.2,6.2,8.6,-0.5
O=C(CNC(=O)c1ccccc1F)c1ccc(Br)cc1,-3.0,-1.7,23.3,-0.2,-1.0,-3.2,-1.0,-2.9,-0.2
COc1ccccc1C(=O)N/N=C/C(C)=C/c1ccccc1,-5.2,-12.7,74.6*,-0.3,2.7,-63.6*,7.3,-2.4,0.2
Cc1ccc(C)c(OC(=O)CN2C(=O)c3ccccc3C2=O)c1,-6.4,-6.9,6.6,-0.2,-18.5,-0.7,-0.1,-14.1,0.6
Cc1cc(=O)[nH]c(SCC(=O)NC(c2ccccc2)c2ccccc2)n1,-0.9,1.6,-14.0,-1.4,-2.5,-4.0,0.3,0.1,1.0
CCN(CC(=O)Nc1ccc2c(c1)OCCO2)C(=O)CCOc1ccccc1,5.1,6.9,-21.4,-0.6,4.4,-25.7,9.5,-4.9,-0.2
CCN1CCN(c2c(Cl)cccc2NC(=O)c2ccc([N+](=O)[O-])cc2)CC1,-13.4,-8.9,-29.2,-0.3,4.2,13.1,2.7,-2.8,-0.1
COc1ccc(C(=O)c2cnc[nH]2)cc1OC,-0.1,-3.4,8.3,0.7,-2.3,6.3,2.7,0.7,-0.8
CCOc1ccc(C(=O)NCCO)cc1,2.7,2.6,4.0,0.2,2.8,-24.7,-0.1,-1.9,1.3
COc1ccc2nc(NC(=O)CCN3C(=O)c4ccccc4C3=O)sc2c1,-2.9,-3.4,11.3,-0.8,9.1,2.9,0.6,-1.2,-0.4
COC(=O)c1ccccc1Sc1c(/C=N/OC(=O)c2ccccc2)c(C(F)(F)F)nn1C,-0.2,14.7,10.5,-0.1,-6.6,nt,0.7,0.1,1.5
Cc1cc(C)nc(SCC(=O)Nc2ccc(Br)cn2)n1,5.3,-5.1,-0.7,-1.2,1.2,-1.8,3.1,-3.0,-0.9
O=C(Cc1c(C(=O)O)[nH]c2ccccc12)Nc1cccc(C(F)(F)F)c1,-3.4,7.4,nt,-0.1,-4.2,-7.9,1.5,-0.4,0.4
COCCn1c(SCC(=O)NC2CC2)nnc1-c1ccc(Cl)cc1,-11.4,-11.8,1.1,0.4,-5.6,-7.8,-0.7,0.5,0.7
Cc1ccnc2nc(C(=O)OCC(=O)Nc3ccc4c(c3)OC(F)(F)O4)nn12,-3.3,-2.5,17.0,0.2,11.3,5.3,3.5,-5.2,0.3
CCc1n[nH]c(=S)n1/N=C/c1c(O)ccc2ccccc12,-2.0,-7.1,-1.5,-0.4,14.0,-29.2,1.1,-22.9,-0.3
O=C1CC2(CC(c3ccc(Cl)cc3)=NO2)C(=O)N1c1ccccc1 (centres undefined),-0.4,1.3,-5.5,1.1,3.0,-18.8,6.9,-0.4,-0.1
CSCCOC(=O)COc1ccc(/C=N/NC(=O)c2c(Cl)cnn2C)cc1,-0.2,4.0,2.3,0.0,-15.1,-2.5,0.3,1.5,0.3
Cc1ccc(NC(=O)C2CCN(c3cc(C)nc4c(-c5ccc(Cl)cc5)c(C)nn34)CC2)c(C)c1,3.6,-6.0,nt,0.2,nt,12.3,1.1,1.9,-0.4
CCOC(=O)C1(Cc2ccccc2)CCCN(Cc2cccc(C(C)=O)c2)C1 (centres undefined),-4.5,-9.8,-4.4,-1.4,-21.3,-11.1,3.6,-3.3,0.0
COc1cc2nc(Nc3ccc(C)c(C)c3)nc(N)c2cc1OC,-1.3&1.4,5.0&4.3,30.4*,1.1&0.5,-109.8*!,-35.3*!,0.6&0.3,-3.2&-1.8,-1.0&-0.9
O=C(CN1CCN(c2ccccc2)CC1)Nc1ccc(OCc2ccccc2)cc1,2.7,-13.7,55.5*,0.2,-13.4,-11.4,4.2,3.9,43.7*
Cc1ccc(C(=O)Nc2c(-c3ccccc3)nc3ccccn23)cc1C,2.1,18.3,nt,-0.5,nt,10.1,-2.2,-0.6,-0.2
COc1cc(C2NC(=O)NC(C)=C2C(=O)OCc2ccc(C)cc2)cc(OC)c1OC (centres undefined),6.6,-12.0,34.5*,0.0,0.8,6.6,3.7,7.8,0.0
CN(C)c1ccc(/C=N/NC(=O)CNC(=O)/C=C/c2ccco2)cc1,-3.1,3.7,17.4,0.0,-4.3,8.7,2.3,-1.4,0.3
Cc1ccc(Cl)cc1NC(=O)c1oc2ccc(S(=O)(=O)N3CCCCC3)cc2c1C,-0.4,-8.7,nt,-0.4,-1.3,-2.8,-1.9,-0.1,-1.0
CNC(=O)c1ccsc1NC(=O)CS(=O)(=O)c1ccc(Cl)cc1,6.4,-8.7,4.7,-0.5,-12.5,-5.2,3.2,-1.6,0.2
COC(=O)/C(C#N)=C\c1c(OC)[nH]c2ccccc12,-5.0,4.3,-4.1,0.5,-12.2,0.8,4.1,-4.6,0.2
CC(=O)C1=C(C)N(Cc2ccco2)C(=O)C1(NC(=O)C1CCCCC1)C(F)(F)F (centres undefined),2.4,1.3,-0.7,0.9,24.2,3.2,1.8,-3.0,0.0
Cc1nnc2n(Cc3ccccc3)c(=O)c3c4c(sc3n12)COC(C)(C)C4,4.3,-7.1,-5.2,-0.1,-9.6,-4.3,1.8,-0.8,-0.4
CCc1nnc(NC(=O)CSc2nnc(CSc3nc(C)cc(C)n3)n2C)s1,-0.8,11.7,4.3,0.1,3.0,4.8,1.1,2.5,0.7
O=C(CSc1nc(Nc2ccc(F)cc2)c2ccccc2n1)c1ccc(F)cc1,-5.2,-17.5,nt,0.4,-26.4,-5.2,3.8,-4.2,0.1
C=CCn1c(SCC(=O)N2CCOCC2)nc2c([nH]c3ccccc32)c1=O,10.7,1.2,-3.6,-0.1,5.7,-2.0,-0.1,-7.2,0.3
Clc1ccc(SCc2cc(N3CCOCC3)nc(-c3ccccn3)n2)cc1,0.7,5.1,-9.6,-1.4,-6.8,33.7,-0.2,1.6,-1.8
CCC(C)NC(=O)CSc1nc2cc3c(cc2c(=O)n1CCCC(=O)NCCc1ccc(OC)c(OC)c1)OCO3 (centres undefined),-4.0,-6.8,nt,-0.6,?,-4.9,2.1,-2.2,0.0
COC(=O)c1[nH]c2ccc(C)cc2c1NC(=O)CCN1CCN(C2CCCCC2)CC1,2.3,9.1,-0.2,0.2,nt,-11.6,0.2,-4.7,-0.2
O=C(c1cccs1)N1CCN(Cc2ccccc2)CC1,4.5,-26.2,63.9*,0.6,1.3,3.8,8.6,-8.2,74.8*
CCCCN(C)C(=O)CSc1c2c(nc3ccc(Cl)cc13)CCCC2,-10.9,nt,nt,0.2,-0.2,19.5,2.8,4.2,0.2

3 entries already listed, ordered by length of the SMILES, low to high.
SMILES,TRHR enhancer,D2 potentiator,D2 antagonist,TRHR ag,RXFP1 antag,D1 antagonist,D1 ag,D1 potentiator,D2 agonist
O=C(c1cccs1)N1CCN(Cc2ccccc2)CC1,4.5,-26.2,63.9*,0.6,1.3,3.8,8.6,-8.2,74.8*
C=CCn1c(SCC(=O)N2CCOCC2)nc2c([nH]c3ccccc32)c1=O,10.7,1.2,-3.6,-0.1,5.7,-2.0,-0.1,-7.2,0.3
COC(=O)c1[nH]c2ccc(C)cc2c1NC(=O)CCN1CCN(C2CCCCC2)CC1,2.3,9.1,-0.2,0.2,nt,-11.6,0.2,-4.7,-0.2

Further compounds:
SMILES,TRHR enhancer,D2 potentiator,D2 antagonist,TRHR ag,RXFP1 antag,D1 antagonist,D1 ag,D1 potentiator,D2 agonist
COc1ccc(C2C(C(=O)N3CCN(c4ccc(OC)cc4)CC3)c3ccccc3C(=O)N2C)cc1 (centres undefined),-1.3,-17.3,-10.1,0.2,-1.2,2.8,-0.3,-0.3,4.4
CC(C)CC(=O)Nc1ccc(Nc2ccccc2)cc1,2.5,-0.6,-0.7,-2.9,?,2.7,6.0,-3.1,-2.1
CSc1ccccc1NC(=O)Cc1ccccc1,-1.8,2.9,-4.8,-1.3,4.0,-19.6,2.3,-1.8,-2.0
O=C(NCc1ccco1)c1ccc2c(=O)n(Cc3ccco3)c(SCC(=O)N3CCCC3)nc2c1,-0.8,12.0,9.8,0.0,1.4,-2.7,2.0,-15.2,1.8
Cc1cc(C(=O)NC2CCCCC2)c(C)n1-c1ccc(F)cc1,-3.2,-8.5,-0.4,-0.3,-3.5,-16.3,2.5,3.3,-1.0
O=C1C(=O)c2ccccc2C(O)=C1c1cccc([N+](=O)[O-])c1,1.6,11.7,48.1*,0.1,-9.2,-11.3,3.6,-8.8,0.6
N/C(=N/O)c1nc(N2CCCCC2)nc(N2CCCCC2)n1,2.7,0.1,-25.3,-0.5,-6.0,-2.1,-1.6,1.6,0.1
COc1ccccc1N(CC(O)COc1ccccc1C)S(=O)(=O)c1ccccc1 (centres undefined),1.7,-0.4,2.9,0.6,-6.8,-2.2,9.2,3.2,0.9
CC(NC(=S)NCc1ccc(F)cc1)C12CC3CC(CC(C3)C1)C2 (centres undefined),2.0,7.3,13.5,1.0,-21.4,-14.2,4.6,-2.5,0.8
